# Screening results: PubChem BioAssay, several laboratories
# PvdQ acylase: P. aeruginosa PvdQ acylase inhibitors, primary screen, biochemical, fluorescence, plate reader and imaging, single point; PvdQ acylase [Pseudomonas aeruginosa LESB58]; purified PvdQ acylase; inhibition, % at 10 µM; actives 0.063% (n = 340,000); AID 488965, 2010; in the data active = inhibition above about 30%, passing the limit was not always enough;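 note: 0% = vehicle neutral wells and 100% = reference inhibitor wells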
# RTF Ca sens inh: cardiac RTF calcium sensitivity inhibitors, primary screen, biochemical, IANBD-TnC fluorescence, EC70 calcium; IANBD-labeled cardiac RTF, Ca2+ fluorescence; inhibition, % at 7.15 µM; actives 0.12% (n = 340,000); AID 493244, 2011;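 active = inhibition above the mean inhibition of all tested compounds plus 3 SD, cut at about 17% in these data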;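 note: assay run at fixed EC70 calcium of 1.6 mM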
# NSD2 HMT inh: NSD2 histone methyltransferase inhibitors, primary screen, biochemical, AlphaScreen, single concentration, set 2; Histone-lysine N-methyltransferase NSD2 (Homo sapiens), O96028; NSD2 peptide methylation, 120 min; inhibition, % at 12.5 µM; actives 0.54% (n = 310,000); AID 743445, 2014; in the data active = inhibition above about 50%
# DAGLB inh: DAGLB lipase inhibitors, primary screen, biochemical, fluorescence, HTS; Diacylglycerol lipase-beta (Homo sapiens), Q8NCG7; HEK293T DAGLB membrane lysate, EnzChek fluorogenic substrate; inhibition, % at 5.17 µM; actives 0.059% (n = 340,000); in the data active = inhibition above about 34%;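 note: 0% = enzyme with vehicle and 100% = wells lacking enzyme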
# LANA DNA inh: inhibitors of KSHV C-LANA binding to DNA, primary screen, biochemical, fluorescence polarization, FAM-LBS DNA, MBP-C-LANA, single point. inhibition, % at 9 µM. Kaposi's sarcoma herpesvirus LANA C-terminal domain (residues 932-1162) DNA binding. actives 0.078% (n = 340,000);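 active = highest replicate inhibition at or above 60% at 9 µM, even if other replicates fall short; inactive = all replicates below 60% inhibition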;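 note: 0% = neutral control wells and 100% = 4 µM acridine orange control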
# Arrestin-AP2 inh: inhibitors of beta-arrestin/AP2 binding, primary screen, biochemical, GPCR trafficking, flow cytometry; beta-arrestin 1 C-terminal peptide binding to AP2 beta2-adaptin appendage (human); FITC-arrestin peptide / GST-AP2 beads; AP2 beta2 appendage carries R879A mutation; inhibition, % at 10 µM; actives 0.31% (n = 340,000);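 active = inhibition above a set limit, near 3 SD of compounds lacking own fluorescence, cut at about 54% in these data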;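 note: plate controls were DMSO wells for no effect and 5 µM unlabelled arrestin peptide for full effect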
#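 Assay system: GST-AP2 R879A bound to glutathione beads, E. coli-expressed; Medium: PBS with 0.05% Tween 20 and 0.1% BSA; Also added: fluorescein-tagged arrestin peptide at 50 nM final; Timing: 12 min plus 1 h, RT; Measured by: flow cytometry, FL1 (488/535 nm); Evaluation: percent drop in bead-associated FITC signal.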
# PKA-R2B act: activators of PKA-R2B holoenzyme, primary screen, biochemical, fluorescence polarization, Cy5-IP20, human; AID 504700, 2011; PKA-R2B holoenzyme dissociation; R2B truncated from residue 108, S112A mutant; 0% DMSO only, 100% 113 µM cGMP; actives 0.079% (n = 340,000); activation, % at 11.4 µM; cAMP-dependent protein kinase catalytic subunit beta (Homo sapiens) + cAMP-dependent …;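 active = activation above a cutoff set at the mean over all compounds plus 3 SD, cut at about 18% in these data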;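 note: higher means more holoenzyme dissociation and a rise in polarization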
# Target sequence (P31323 whole entry, looked up, other chains not shown, the tested form may be a part): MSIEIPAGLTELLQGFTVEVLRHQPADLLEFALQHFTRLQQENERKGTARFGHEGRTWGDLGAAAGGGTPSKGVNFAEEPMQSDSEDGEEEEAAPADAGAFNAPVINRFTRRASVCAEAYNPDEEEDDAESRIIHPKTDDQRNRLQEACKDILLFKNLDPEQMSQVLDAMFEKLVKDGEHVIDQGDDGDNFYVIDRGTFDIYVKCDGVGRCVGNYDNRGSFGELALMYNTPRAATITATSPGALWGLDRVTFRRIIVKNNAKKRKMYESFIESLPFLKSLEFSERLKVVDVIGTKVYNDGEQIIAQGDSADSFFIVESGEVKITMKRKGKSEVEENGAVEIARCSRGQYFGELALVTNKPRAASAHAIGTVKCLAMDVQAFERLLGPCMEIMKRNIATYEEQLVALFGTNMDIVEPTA
# SR-BI DiI inh: inhibitors of SR-BI mediated HDL lipid uptake, primary screen, ldlA[mSR-BI] cells, fluorescence, single point; inhibition, % at 12.5 µM; actives 0.96% (n = 320,000); AID 488896, 2010; ldlA[mSR-BI] CHO cells, DiI-HDL uptake fluorescence, 3 h;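 active = mean replicate inhibition of at least 70% and a set share of replicates each scoring 70 or more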;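 note: 0% = median of neutral control wells and 100% = median of positive control wells; values of inactives mirror those of a sister screen read the other way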
# SR-BI uptake up: activators of SR-BI mediated DiI-HDL uptake, primary screen, ldlA[mSR-BI] CHO cells, DiI fluorescence | 3 h; 100 = double the neutral-control signal | actives 0.096% (n = 320,000) | activation, % at 12.5 µM;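 active = mean replicate activation of at least 60% and every replicate at or above 60%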;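 note: 0% = median plate neutral-control signal and 100% = twice that signal; values of inactives mirror those of a sister screen read the other way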
#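 System: LDL receptor-deficient CHO ldlA cells overexpressing murine SR-BI | Timing: 3 h uptake period with compound, 37 °C | Medium: HEPES-buffered (25 mM, pH 7.4) F12 plus 0.5% BSA | Dosing: Single-point compound dose | Signal: Bottom-read fluorescence, 550/595 nm | Read-out: Retained DiI signal reflecting DiI-HDL uptake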
# Keap1-Nrf2 PPI: Keap1-Nrf2 protein-protein interaction inhibitors, primary screen, biochemical, fluorescence polarization, single point. Kelch-like ECH-associated protein 1 (Homo sapiens), Q14145. Keap1 Kelch-Nrf2 peptide fluorescence polarization, 1536-well. inhibition, % at 9.4 µM. actives 0.15% (n = 340,000); in the data active = inhibition above about 12%;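 note: human Keap1 Kelch domain with fluorescein labeled Nrf2 9mer peptide probe; 0% = neutral control wells and 100% = peptide positive control; higher means more block of Keap1 binding to Nrf2 peptide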
# Target sequence (Q14145 whole entry, looked up, the tested form may be a part): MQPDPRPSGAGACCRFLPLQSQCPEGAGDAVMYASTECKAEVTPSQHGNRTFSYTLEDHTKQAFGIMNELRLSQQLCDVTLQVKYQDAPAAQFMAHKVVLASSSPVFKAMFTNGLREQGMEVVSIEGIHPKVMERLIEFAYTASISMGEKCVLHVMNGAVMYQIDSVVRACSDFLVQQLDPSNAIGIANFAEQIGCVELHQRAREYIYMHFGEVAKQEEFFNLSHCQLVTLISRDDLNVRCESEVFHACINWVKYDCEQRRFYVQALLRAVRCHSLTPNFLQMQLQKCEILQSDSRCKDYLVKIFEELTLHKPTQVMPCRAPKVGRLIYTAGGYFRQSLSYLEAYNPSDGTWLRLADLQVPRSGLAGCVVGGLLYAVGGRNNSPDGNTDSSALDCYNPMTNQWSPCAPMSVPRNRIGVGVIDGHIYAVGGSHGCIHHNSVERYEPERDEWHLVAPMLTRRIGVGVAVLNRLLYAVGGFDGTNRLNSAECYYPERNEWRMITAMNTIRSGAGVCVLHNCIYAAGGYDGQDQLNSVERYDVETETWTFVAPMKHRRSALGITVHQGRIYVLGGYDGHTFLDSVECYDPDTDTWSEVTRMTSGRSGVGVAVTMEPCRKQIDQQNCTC
# * hit, by the source's call; i = inactive; x = not tested or not shown.
SMILES,PvdQ acylase,RTF Ca sens inh,NSD2 HMT inh,DAGLB inh,LANA DNA inh,Arrestin-AP2 inh,PKA-R2B act,SR-BI DiI inh,SR-BI uptake up,Keap1-Nrf2 PPI
Cc1occc1-c1nnc(SCC(=O)NC(C)(C)C)n1CC(C)C,0,1,x,-3,-1.5,7,-7,-7,7,2
CCN(CC(=O)Nc1c(F)cccc1F)C(=O)c1cccc(S(=O)(=O)N2CCN(c3ccccc3)CC2)c1,5,-3,0,0,0.2,38,-13,33,-33,0
CCOc1ccc(C(=O)NCC(c2ccco2)N2CCOCC2)cc1 (centres undefined),-16,-5,-3,0,0.7,4,3,-9,9,-1
CC(=O)Nc1cccc(C(=O)N/N=C/c2c[nH]c3ccccc23)c1,-5,-2,1,3,-1.1,0,4,5,-5,-2
CCC(C)[C@H]1CNCCN1CCc1cc(C(F)(F)F)cc(C(F)(F)F)c1 (some centres undefined),0,-12,x,-1,-1.3,0,4,-19,19,-4
CCNC(=S)NNC(=O)CC(C)C,-14,2,0,-2,-0.5,5,-10,-20,20,-1
O=C(Nc1nc(-c2ccccc2)cs1)c1cccnc1,-8,-5,-2,-3,-0.5,-9,-4,14,-14,1
FC(F)(F)c1ccccc1NC1=NCCC1,-2,-29,x,0,0.5,30,-5,-18,18,-2
O=C(c1ccccc1)c1ncc(C(F)(F)F)cc1Cl,-11,-8,-1,-4,0.0,-3,-2,-22,22,4
O=C(C[n+]1ccccc1)N/N=C/c1ccc(C(=O)O)cc1,-6,-3,-2,4,-1.9,7,6,-18,18,-3
COc1cc(C(=O)OCC(=O)Nc2cc(C)on2)c([N+](=O)[O-])cc1OC,-20,-6,-4,4,0.0,-14,-2,-12,12,1
O=C(N/N=C\c1ccc([N+](=O)[O-])s1)C1COc2ccccc2O1 (centres undefined),-6,0,4,-2,-0.6,-3,-7,-5,5,0
O=C1CSC(c2ccccc2[N+](=O)[O-])N1c1ccc(O)cc1 (centres undefined),-9,-13,0,3,2.8,16,8,-4,4,0
COc1ccc(OC)c(NC(=O)C2CCCN(S(=O)(=O)c3cccc4nonc34)C2)c1 (centres undefined),-16,-1,-1,-1,0.1,-1,-14,17,-17,-2
C/C=C(\C)CN1CCCC(N(C)CCc2ccc(OC)c(OC)c2)C1 (centres undefined),-11,-6,4,-2,-0.6,-4,-1,12,-12,-3
O=C(Nc1ccc(Cl)cc1C(=O)NCc1cccnc1)c1ccc(Cl)cc1Cl,28,-1,4,-3,-0.4,8,-3,9,-9,-4
COc1ccc(CNC(=O)C(OC(C)=O)c2ccccn2)cc1 (centres undefined),-5,-6,-3,-3,0.8,2,-1,-7,7,3
O=C(CSc1ccsc1[N+](=O)[O-])Nc1cccc(F)c1,-5,-41,5,1,10,7,4,11,-11,-1
CC1CCCC(NC(=O)C2CC(=O)N(Cc3ccccc3)C2)C1C (centres undefined),-14,-5,0,0,-0.5,0,6,-20,20,1
CC(C)c1ccccc1NCC(=O)N1CCN(Cc2ccccc2)CC1,-12,-4,30,-3,1.4,-16,-7,38,-38,0
Cc1cc(/C=C(/C#N)C(=O)Nc2ccccc2)c(C)n1-c1cccnc1,6,-14,1,1,0.9,5,8,58,-58,2
Clc1ccc(-c2cc3ccccc3nc2N2CCCC2)cc1,-13,2,-7,-5,-1.8,-11,4,47,-47,-5
COc1ccc(NC(=O)CN2CCC3(O)CCCCC3C2c2cc(OC)ccc2OC)cc1 (centres undefined),-11,-4,4,-2,0.5,-1,-6,-17,17,2
O=S(=O)(NCC(c1cccnc1)N1CCN(Cc2ccccc2)CC1)c1ccc(F)cc1 (centres undefined),4,-9,1,-3,0.9,10,-9,-5,5,-6
C[C@H](CO)N1C[C@H](C)[C@@H](CN(C)C(=O)NC2CCCCC2)Oc2ccc(NS(=O)(=O)c3cn(C)cn3)cc2C1=O,-2,-1,x,-4,0.3,4,-4,-3,3,2

# Part of the list above in order of number of heavy atoms, smallest number first:
SMILES,PvdQ acylase,RTF Ca sens inh,NSD2 HMT inh,DAGLB inh,LANA DNA inh,Arrestin-AP2 inh,PKA-R2B act,SR-BI DiI inh,SR-BI uptake up,Keap1-Nrf2 PPI
CCNC(=S)NNC(=O)CC(C)C,-14,2,0,-2,-0.5,5,-10,-20,20,-1
O=C(c1ccccc1)c1ncc(C(F)(F)F)cc1Cl,-11,-8,-1,-4,0.0,-3,-2,-22,22,4
O=C(Nc1nc(-c2ccccc2)cs1)c1cccnc1,-8,-5,-2,-3,-0.5,-9,-4,14,-14,1
O=C(C[n+]1ccccc1)N/N=C/c1ccc(C(=O)O)cc1,-6,-3,-2,4,-1.9,7,6,-18,18,-3
O=C1CSC(c2ccccc2[N+](=O)[O-])N1c1ccc(O)cc1 (centres undefined),-9,-13,0,3,2.8,16,8,-4,4,0
O=C(N/N=C\c1ccc([N+](=O)[O-])s1)C1COc2ccccc2O1 (centres undefined),-6,0,4,-2,-0.6,-3,-7,-5,5,0
CC(=O)Nc1cccc(C(=O)N/N=C/c2c[nH]c3ccccc23)c1,-5,-2,1,3,-1.1,0,4,5,-5,-2
C/C=C(\C)CN1CCCC(N(C)CCc2ccc(OC)c(OC)c2)C1 (centres undefined),-11,-6,4,-2,-0.6,-4,-1,12,-12,-3
CCC(C)[C@H]1CNCCN1CCc1cc(C(F)(F)F)cc(C(F)(F)F)c1 (some centres undefined),0,-12,x,-1,-1.3,0,4,-19,19,-4
O=S(=O)(NCC(c1cccnc1)N1CCN(Cc2ccccc2)CC1)c1ccc(F)cc1 (centres undefined),4,-9,1,-3,0.9,10,-9,-5,5,-6
CCN(CC(=O)Nc1c(F)cccc1F)C(=O)c1cccc(S(=O)(=O)N2CCN(c3ccccc3)CC2)c1,5,-3,0,0,0.2,38,-13,33,-33,0

# Additional structures follow.
SMILES,PvdQ acylase,RTF Ca sens inh,NSD2 HMT inh,DAGLB inh,LANA DNA inh,Arrestin-AP2 inh,PKA-R2B act,SR-BI DiI inh,SR-BI uptake up,Keap1-Nrf2 PPI
O=C(Cc1c(F)cccc1Cl)N1CCN(C(=O)c2ccco2)CC1,-18,-6,-1,-2,0.7,-3,-17,5,-5,0
O=C(COC(=O)c1ccccc1NC(=O)c1ccco1)NC1CC1,-3,-1,0,-2,1.9,21,-5,18,-18,-3
COc1ccc(CC(=O)Nc2nnc(C(C)C)s2)cc1,-11,4,-1,0,1.7,-3,-5,1,-1,1
COCCNC(=O)C(c1ccccc1C)N(CCOC)C(=O)Cn1nnc2ccccc21 (centres undefined),-14,0,-1,-1,3.7,-12,11,36,-36,-9
COc1cc(SC)ccc1C(=O)NCCOc1ccc(F)cc1,-7,-2,-3,-8,0.9,5,7,3,-3,-1
COc1cc(NS(=O)(=O)c2c(C)oc3c(F)c(F)c(F)c(F)c23)cc(OC)c1OC,-16,-5,1,2,-1.9,-4,0,-6,6,2
COc1cc(/C=N/NC(=O)COc2c(C)cc([N+](=O)[O-])cc2C)ccc1OC(=O)c1ccccc1,-5,3,-3,-1,0.8,2,-5,37,-37,0
Cc1ccc(S(=O)(=O)N2CCN(C(=O)COC(=O)COc3ccc(Cl)c(C)c3)CC2)c(C)c1,14,-2,-2,-4,0.1,2,-5,-19,19,-3
Cn1c(N)c(C(=O)Nc2ccc3ccccc3c2)sc1=S,0,-10,0,0,1.1,4,12,22,-22,0
COc1ccc(N2CCN(C(CNC(=O)C(=O)NCC3CCCO3)c3ccco3)CC2)cc1 (centres undefined),-15,-4,-1,2,-0.8,4,-3,-22,22,-6
CCc1nn(C(C)C(=O)N2CC(C)CC(C)C2)c(=O)c2cc3occc3n12 (centres undefined),-15,-2,3,-6,1.6,-10,-5,-13,13,2
CCN(CC)c1ccc(NC(=O)CSc2ccsc2[N+](=O)[O-])c(C)c1,-8,-1,7,3,-0.6,9,-8,45,-45,-2
CC(C)c1ccccc1NC(=S)NCc1nc2ccccc2[nH]1,1,-15,-3,1,-1.9,-10,-7,-9,9,2
O=C(Cn1nc(C(=O)O)c2ccccc2c1=O)Nc1cccc(S(=O)(=O)N2CCCCCC2)c1,11,-1,-2,-2,-0.2,2,-8,12,-12,-5
Cc1ccc(CNC(=O)C2CCC(CNS(=O)(=O)c3cccs3)CC2)cc1 (centres undefined),0,0,-2,-2,-3.7,-6,3,x,x,1
CCN(CC(=O)Nc1ccc(NC(C)=O)cc1)C(=O)c1c(-c2c(F)cccc2Cl)noc1C,-9,-4,1,2,-1.6,-12,5,-8,8,-5
Cc1cccc(C)c1OCC(=O)N(Cc1ccc(Cl)cc1)C1CCS(=O)(=O)C1 (centres undefined),-8,-14,0,-3,1.0,-6,-8,0,0,2
Oc1[nH]c2ccc(Br)cc2c1N=Nc1ccc(F)cc1,1,i,-1,-1,13,-3,-6,2,-2,9
Cc1ccc(SCC(=O)OCC(=O)N(C)CC(=O)Nc2ccccc2Cl)cc1,2,12,5,-1,-1.4,-8,-4,2,-2,-2
CCC(=O)NC(c1ccc(OC)cc1)c1cc(Cl)c2cccnc2c1O (centres undefined),1,-1,-1,15,0.3,16,-1,7,-7,-1
CCOC(=O)c1c(/N=C/C2=C(O)CC(C)(C)CC2=O)sc(C)c1C,-11,2,-3,0,-2.0,-6,-2,-30,30,-2
